Bioassay records from PubChem.
EPAC1 antag = qHTS for Antagonist of cAMP-regulated guanine nucleotide exchange factor 3 (EPAC1): primary screen. EPAC1 GEF assay, Rap1b-BODIPY-GDP exchange fluorescence. Potency, µM (doses to about 115 µM), inactives show at the highest dose activity change, negative = inhibition, most hits filed as inhibitors. actives 0.14% (n = 360,000). AID 720709, 2013;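 further: potency means the concentration at half of the fitted maximal effect; plate controls were vehicle for no effect and positive control for full effect; nearly all actives have a fitted effect of over 50% in size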
IL-2 act = qHTS of IL-2 Activators | activation, % (series mostly up to about 46 µM) | actives 0.065% (n = 360,000) | IL-2 activation reporter assay, cell-based qHTS; stimulated with anti-CD3/CD4/CD28 beads; in transgenic mouse T cells | AID 652025, 2013; in the data active means activation above about 50%; inconclusive means mostly about 30% to 49%; further: 0% is about no effect
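EGFP and DsRed fluorescence is measured by plate cytometry in unstimulated transgenic mouse T cells exposed to compound for 60 minutes, then stimulated 18 hours at 37 degrees C with anti-CD3/anti-CD4 beads plus anti-CD28.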
GLP1R inv ag = qHTS of GLP-1 Receptor Inverse Agonists (Inhibition Mode) | Glucagon-like peptide 1 receptor (Homo sapiens), P43220 | AID 624417, 2012 | HEK293 GLP-1R CRE-luciferase, luminescence, 24 h; GLP-1R form is constitutively active | actives 1.6% (n = 410,000) | Potency, µM (titrated, usually from 38.3 µM), for the others: at the highest dose activity change, negative = inhibition, most hits filed as inhibitors; further: potency means the concentration at half of the fitted maximal effect; on the % scale 0 is the no-effect control and ±100 the full control effect; nearly all actives have a fitted effect of over 55% in size
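Seeding at 200 cells/uL, 12 h culture, 24 hr compound treatment, then luciferase reagent and a luminescence read; cells are HEK293 stably expressing a constitutively active GLP-1R plus cAMP-responsive luciferase.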
PTHR1 ag = qHTS for PTHR1 Agonists: Primary Screen; Potency, µM (highest dose often 115 µM), without a hit: at the highest dose activation, actives largely listed as activators; Parathyroid hormone/parathyroid hormone-related peptide receptor (Homo sapiens), Q03431; HEK293 GP2 PTHR1 cells, GloSensor cAMP luminescence, 1 h; actives 0.075% (n = 410,000); further: potency means the concentration at half of the fitted maximal effect; nearly all actives have a fitted effect of over 55% in size; some results filed as inactive show a strong effect at the top dose; inactives centre near -15; many of its hits are not listed in these tables
Target sequence (Q03431 whole entry, looked up): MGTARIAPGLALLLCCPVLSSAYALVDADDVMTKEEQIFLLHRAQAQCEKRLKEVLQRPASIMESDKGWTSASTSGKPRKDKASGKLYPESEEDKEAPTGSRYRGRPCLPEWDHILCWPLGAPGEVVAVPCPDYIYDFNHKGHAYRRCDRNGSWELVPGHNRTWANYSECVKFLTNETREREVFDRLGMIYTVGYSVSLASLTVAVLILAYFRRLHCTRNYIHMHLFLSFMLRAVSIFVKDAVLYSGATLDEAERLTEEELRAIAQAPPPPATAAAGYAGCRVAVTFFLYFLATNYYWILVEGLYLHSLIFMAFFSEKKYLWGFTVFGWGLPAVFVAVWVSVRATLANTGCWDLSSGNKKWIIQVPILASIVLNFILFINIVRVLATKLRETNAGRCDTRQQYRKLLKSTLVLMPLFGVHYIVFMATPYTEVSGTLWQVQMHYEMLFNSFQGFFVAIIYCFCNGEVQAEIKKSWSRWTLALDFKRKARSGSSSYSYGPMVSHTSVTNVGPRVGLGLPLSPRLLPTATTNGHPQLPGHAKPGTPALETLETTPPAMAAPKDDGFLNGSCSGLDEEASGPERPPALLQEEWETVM
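HEK-293-derived GP2 cells expressing PTHR1 and a GloSensor cAMP reporter, 3,000/well, plated overnight, given luciferin plus IBMX (each 0.5 mM as added) for 1 h at 37 °C, then compound for 1 h at 37 °C. Luminescence was read after 15 min at room temperature.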
EPAC1 agonist = qHTS for Agonist of cAMP-regulated guanine nucleotide exchange factor 3 (EPAC1): primary screen; actives 0.073% (n = 360,000); AID 720707, 2013; Potency, µM (doses to about 154 µM), without a hit: at the top dose activation, actives largely listed as activators; EPAC1 agonist qHTS, biochemical assay; response scale: 100% = response to 6.5 mM cAMP; further: potency means the concentration at half of the fitted maximal effect; nearly all actives have a fitted effect of over 60% in size
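Multi-concentration qHTS readout: loss of Rap1B-bound BODIPY-GDP fluorescence driven by 100 nM EPAC1 with excess GDP (50 uM), monitored kinetically at room temperature; agonist response expressed relative to 6.5 mM cAMP.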
PI5P4Ka inh = qHTS for Inhibitors of phosphatidylinositol 5-phosphate 4-kinase (PI5P4K). PI5P4Kalpha enzyme, ADP-Glo luminescence, 60 min; hits give low values. Phosphatidylinositol 5-phosphate 4-kinase type-2 alpha (Homo sapiens), P48426. AID 652105, 2013. actives 1.2% (n = 330,000). max response, %; active means max response of -50% or lower; inconclusive means between -30% and -50%; inactive means -30% or higher; further: value at the top dose of about 77 µM; on the % scale 0 is the no-effect control and ±100 the full control effect
Target sequence (P48426 whole entry, looked up): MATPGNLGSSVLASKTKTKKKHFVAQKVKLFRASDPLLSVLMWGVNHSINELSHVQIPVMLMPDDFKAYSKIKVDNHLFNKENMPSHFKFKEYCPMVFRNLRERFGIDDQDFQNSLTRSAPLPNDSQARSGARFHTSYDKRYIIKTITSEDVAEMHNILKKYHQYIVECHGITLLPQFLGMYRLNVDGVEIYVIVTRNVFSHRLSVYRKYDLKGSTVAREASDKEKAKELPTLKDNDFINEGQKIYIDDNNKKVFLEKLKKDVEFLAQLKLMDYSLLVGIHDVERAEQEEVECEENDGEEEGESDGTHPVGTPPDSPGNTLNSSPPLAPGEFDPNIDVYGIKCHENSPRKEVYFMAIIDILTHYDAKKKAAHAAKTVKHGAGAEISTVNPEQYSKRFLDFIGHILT
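Compounds were pin-transferred onto PI5P4Kalpha and substrate in HEPES pH 7.4 buffer with EGTA, CHAPS and 5% DMSO. ATP (5 microM final) started the reaction, which ran 60 minutes at room temperature before ADP-Glo detection.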
PLK1 PBD inh = qHTS for Inhibitors of PLK1-PDB (polo-like kinase 1 - polo-box domain): Primary Screen. Plk1 PBD binding of FITC phosphopeptide, fluorescence polarization. actives 2.8% (n = 360,000). Potency, µM, inactives show max response, negative = inhibition, hits mostly inhibitors. AID 720504, 2013; further: potency means the concentration at half of the fitted maximal effect; series mostly up to about 57 µM; on the % scale 0 is the no-effect control and ±100 the full control effect; nearly all actives have a fitted effect of over 65% in size
GLP1R cytotox = qHTS of GLP-1 Receptor Inverse Agonists: Cytotox Screen; actives 0.13% (n = 410,000); HEK293 cAMP-luciferase reporter cells, luminescence, 24 h; Potency, µM (titrated, usually from 38.3 µM), for the others: at the highest dose activity change, negative = inhibition, most hits filed as inhibitors; AID 624418, 2012;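 further: loss of luciferase light is scored as toxicity; potency means the concentration at half of the fitted maximal effect; on the % scale 0 is the no-effect control and ±100 the full control effect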
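To flag toxic compounds, the library was rerun on cells for 24 hr at 37 deg C and 5% CO2. Viability-linked luminescence was captured 12 min after adding luciferase detection reagent.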
GLP-1R agonist = qHTS of GLP-1 Receptor Agonists; Glucagon-like peptide 1 receptor (Homo sapiens), P43220; HEK293 GLP-1R CRE-luciferase, luminescence, 4-6 h; cells express a hypersensitive GLP-1R form; Potency, µM (series often up to 45.6 µM), inactives show at the top dose activation, hits mostly activators; actives 0.007% (n = 380,000); AID 624172, 2012; further: potency means the concentration at half of the fitted maximal effect; % of control where 0% means no effect
* hit, by the source's call; i = inactive; ? = inconclusive; . = not tested or not shown; & = joins results of further samples; [ ] = dose if it differs, or a comment. Unless noted, the call rests on the fitted dose curve; in most records, active means well fitted curve in the direction sought with a large enough effect; inconclusive means small, poorly fitted or top-dose-only effect, or another doubt; inactive means no such curve, though single readings can be large; an effect the other way counts as inactive or inconclusive.

SMILES	EPAC1 antag	IL-2 act	GLP1R inv ag	PTHR1 ag	EPAC1 agonist	PI5P4Ka inh	PLK1 PBD inh	GLP1R cytotox	GLP-1R agonist
Cc1cc(C2C(C#N)=C(N)SC(N)=C2C#N)c(C)s1	-5%	3.8	7%	i	12%	-56*	12%	-14%	-1%
CCN1C(=O)C(C)C=C(C)C=C1C (stereo not drawn)	15%	0.0	2%	i	5%	2	-2%	-11%	-6%
COc1cc(CNCCN2CCOCC2)ccc1OCc1cccc(Cl)c1	-8%	0.1	?	-7%[57.5 µM]	2%	-5	-2%	-13%	17%
CCC1CCCCN1CCCNC(=O)c1ccc2c(c1)N(Cc1ccc(Cl)cc1)C(=O)c1ccccc1S2(=O)=O (stereo not drawn)	.	.	?	-20%	.	.	.	-21%	-7%
C=CC[C@@H](CC(=O)N[C@H](CO)Cc1ccccc1)C(=O)N[C@@H](COC(=O)[C@@H](CC=C)CC(=O)OC(C)(C)C)Cc1c[nH]c2ccccc12	-5%	-0.5	?	-9%	-18%	13	5%	6%	-1%
CN(C)CC(C)(C)CNS(=O)(=O)c1ccc(OC(F)(F)F)cc1	0%	-0.3	-19%[7.66 µM]	-15%	-9%	-6	1%	-10%[7.66 µM]	-2%
CC(C)C[C@H]1CN([C@@H](Cc2ccc(O)cc2)CN2CCC[C@H]2CN2C(=O)C(=O)NC[C@@H]2Cc2ccccc2)C(=O)C(=O)N1CC1CCCCC1	9%	0.6	18%	-1%	-10%	-2	-8%	6%	-4%
CCOc1ccc(NC(=O)N[C@@H](Cc2ccccc2)C(=O)O)cc1	1%	-0.6	-3%	i	14%	5	1%	-2%	1%
O=C(C1CCC1)N1CCN(c2ccc(C(F)(F)F)cc2[N+](=O)[O-])CC1	-9%	-0.2	-15%	-5%	0%	3	-1%	-3%	-3%
COc1ccccc1CNC(=O)CN1C(=O)c2cccc(N)c2C1=O	3%	3.1	-15%	-12%	-2%	0	-17%	224%[activator]	3%
O=[N+]([O-])c1ccc(N2CCN(S(=O)(=O)Cc3ccccc3)CC2)cc1N1CCOCC1	-9%	-1.8	?	-17%	0%	1	-8%	-26%	-8%
O=C(CNC(=O)c1ccccc1F)OC1CCOC1=O (stereo not drawn)	8%	9.7	1%	i	0%	3	2%	-18%	-2%
CCCCN1CCN=C1Nc1ccccc1	0%	-1.7	13%	i	5%	0	-18%	8%	2%
CC(C)C(C)NC(=O)CSc1nc2scc(-c3ccco3)c2c(=O)n1-c1ccccc1 (stereo not drawn)	-3%	2.7	?	i	-22%	?	-10%	3%	-11%
CC1=C(C(=O)N2CCCCCC2)CC(CC(=O)NCc2ccco2)C(=O)N1Cc1ccccc1 (stereo not drawn)	-20%	4.0	11%	i	-1%	1	-3%	6%	-4%
CN(C)S(=O)(=O)c1cccc(C(=O)OCC(=O)N2c3ccccc3NC(=O)C2(C)C)c1	7%	-3.7	1%	i	-7%	0	-7%	-14%	-3%
Cc1cccc2nc(-c3ccco3)c(Nc3ccc4c(c3)OCO4)n12	-3%	1.7	8.9µM*	-21%	-4%	0	3%	-24%&-4%	11%
COC(=O)c1sccc1NC(=O)Nc1cccc(C(C)=O)c1	0%	0.2	8%	-47%[inhibitor]	4%	1	-6%	5%	-2%
CC1CN(C(=O)c2ccc([N+](=O)[O-])s2)CC(C)O1 (stereo not drawn)	-4%	0.9	-22%	i	7%	2	-9%	-10%	6%
C=CCC(Nc1ccccc1)c1cccc(OC)c1OC (stereo not drawn)	-12%	-0.6	?	i	13%	2	-16%	10%	14%
CC(=O)Nc1cccc(NC(=S)Nc2cccc3ccccc23)c1	-14%	-2.4	7%	i	0%	0	-10%	0%	4%
O=C(CN1C(=O)c2ccccc2C1=O)Oc1ccc(Cl)cc1	-1%	-1.7	2%	i	-5%	2	-12%	9%	1%
COC(=O)C1=C(C)N(C)C(=S)NC1c1ccc(OC)cc1OC (stereo not drawn)	-5%	0.6	-7%	-3%	2%	-9	-12%	-2%	3%
O=C(N/C(=C/c1cccc([N+](=O)[O-])c1)C(=O)N1CCOCC1)c1ccccc1Br	2%	-5.1	-1%	-14%	1%	1	2%	4%	0%
Cc1cccc(N=C2NC(=O)CS2)c1	-14%	-0.3	12%	-7%[57.5 µM]	-6%	0	-4%	-11%	-1%
O=[N+]([O-])c1ccc(/C=N\NS(=O)(=O)c2ccc(F)cc2)o1	3%	-6.5	21%	-5%	6%	-11	?	12%	-4%
CC(C)NC(=O)CSc1nnc(C2CC2)n1-c1ccccc1	11%	-3.3	8%	i	1%	1	0%	-10%	-12%
c1cc(-n2nnc3cnccc32)ccn1	-9%	0.6	1%	i	-4%	-8	-7%	-5%	-5%
Cc1[nH]c2ccccc2c1SCC(=O)N1CCCCC1	6%	0.3	-19%	-2%	1%	11	-2%	-13%	-3%
Fc1ccc(COc2ccc(-c3nnco3)cc2)c(Cl)c1	-6%	-2.9	21%	-29%	-5%	17	-2%	-2%	?

Part of the list above, reformatted.
SMILES | EPAC1 antag | IL-2 act | GLP1R inv ag | PTHR1 ag | EPAC1 agonist | PI5P4Ka inh | PLK1 PBD inh | GLP1R cytotox | GLP-1R agonist
CC1CN(C(=O)c2ccc([N+](=O)[O-])s2)CC(C)O1 (stereo not drawn) | -4% | 0.9 | -22% | i | 7% | 2 | -9% | -10% | 6%
C=CCC(Nc1ccccc1)c1cccc(OC)c1OC (stereo not drawn) | -12% | -0.6 | ? | i | 13% | 2 | -16% | 10% | 14%

New compounds follow.
SMILES	EPAC1 antag	IL-2 act	GLP1R inv ag	PTHR1 ag	EPAC1 agonist	PI5P4Ka inh	PLK1 PBD inh	GLP1R cytotox	GLP-1R agonist
O=C(Cc1ccc([N+](=O)[O-])cc1)N1CCc2ccccc2C1	-18%	4.1	-10%	i	-2%	-10	-8%	-2%	14%
COc1ccc(NS(=O)(=O)c2c(C)n(C)c(=O)n(C)c2=O)cc1	2%	-1.3	9%	i	4%	-8	-6%	1%	3%
COCCn1c(SC(C)C(=O)NC2CC2)nnc1-c1cccc(C)c1 (stereo not drawn)	12%	1.1	3%	-7%	-1%	6	-8%	0%	11%
N/N=C(/Cc1nc2ccccc2[nH]1)c1ccc([N+](=O)[O-])cc1	-14%	0.1	10%	-1%	-6%	-3	-11%	4%	15%
C/C(=N\OC(=O)c1cccc(C)c1)c1sc(-c2ccccc2)nc1C	-1%	-0.9	0%	-12%[57.5 µM]	14%	2	-6%	0%	0%
COc1ccccc1C(=O)Nc1ccc(OCC(=O)N2CC(C)OC(C)C2)cc1 (stereo not drawn)	-5%	3.0	7%	-40%[inhibitor]	2%	0	-3%	-34%	-1%
Cc1ccc(Cc2cn3cc(-c4ccc(F)cc4)nc3s2)cc1	.	.	-13%	-29%	.	.	.	-8%	1%
CCCCCOc1ccc(C2NC(=O)NC2=O)cc1 (stereo not drawn)	2%	-1.9	7%	-35%[inhibitor]	-1%	1	6%	10%	7%
CC(C)Oc1ccc(CNC(=S)N/N=C/c2ccc([N+](=O)[O-])cc2)cc1	-24%	-0.4	-15%	i	-4%	9	-5%	-28%	-3%
Cc1cccc(OCCC(=O)Nc2ccc(Cl)cc2F)c1	-7%	-3.1	?	i	-1%	-4	-11%	2%	19%
N/C(=N\OC(=O)N1c2ccccc2Sc2ccccc21)c1ccccc1	-5%	0.0	?	-38%[inhibitor]	11%	1	-13%	-5%	-1%
Cc1ccc(S(=O)(=O)Nc2cc(C(F)(F)F)ccc2N2CCOCC2)cc1	8%	-0.2	-11%	i	-23%	1	-25%	-26%	-3%
O=C(COC(=O)c1cc(-c2cccnc2)nc2ccccc12)Nc1ccc(F)cc1F	6%	-2.0	8%	0%	5%	-1	-10%	-15%	-1%
CN1CCN(C(=O)C2=C[C@@H](c3ccccc3)C[C@@H](OCc3ccc(CO)cc3)O2)CC1	-8%	1.4	6%	6%	-34%[inhibitor]	5	-1%	-4%	-3%
CC(C)(CNC(=O)c1cc2ccccc2o1)N1CCOCC1	-3%	2.6	2%	i	-4%	5	-6%	-12%	-4%
Cc1c(C(=O)N(Cc2ccc(Cl)cc2)C2CCS(=O)(=O)C2)oc2ccccc12 (stereo not drawn)	-27%	-1.9	?	-22%	5%	-4	-4%	1%	12%
CC(=O)N1CC23C=CC(CC2CC12CCCCCC2)O3 (stereo not drawn)	-5%	0.0	-27%	i	-3%	-12	8.4µM*	-5%	0%
Cn1c(CCCOc2ccc(Cl)cc2Cl)nnc1SCC(=O)Nc1ccc(F)c(Cl)c1	-6%	-0.4	-21%	-17%	-8%	22	-26%	?	-2%
CCC1S/C(=N/N=C/c2ccco2)N(Cc2ccc(F)cc2)C1=O (stereo not drawn)	-4%	0.7	-5%	-49%[inhibitor]	-8%	-1	-17%	25%	-5%
Cc1nc2c(o1)C(=O)c1ccccc1C2=Nc1ccccc1	-3%	0.0	?	-47%[inhibitor]	5%	-1	-7%	-24%	-5%
O=C(NCc1ccccc1)c1cnc2n(c1=O)CCS2	0%	-0.1	-7%	?	1%	0	-11%	3%	0%
O=C(Cn1ncc2c([nH]c3ccccc32)c1=O)N1CCOCC1	0%	-0.3	-9%	-1%	12%	-3	-5%	-5%	-5%
CC1(C)COCN1C(=O)c1ccc(C#N)cc1	-7%	-1.1	8%	11%	0%	-2	-6%	-14%	10%

A portion of the library; count on the stated rates, not on these rows.
